Source: PubChem (National Center for Advancing Translational Sciences (NCATS))
Anesthetic bind: binds horse apoferritin like a general anesthetic | apoferritin/1-aminoanthracene competitive binding, fluorescence | Potency, µM (top dose mostly 77.5 µM), for inactives: at the top dose activity change, negative = displacement, most hits filed as inhibitors | actives 0.074% (n = 350,000) | AID 485281 | P02791; note: potency is the fitted concentration of half-maximal effect; % is set by controls: 0 for no effect and ±100 for the full control effect; nearly all actives have a fitted effect of over 20% in size
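Concentration-response curves derived by four-parameter Hill fitting of normalized fluorescence, where compounds displaced 1-AMA from 10 uM horse apoferritin following a brief 10 min room-temperature incubation; propofol titration acted as positive control.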
D1 agonist: activates the human D1 dopamine receptor; P21728; HEK293 T-REx D1 cells, calcium flux, agonist mode; activation, % at 2 µM; actives 1% (n = 360,000); AID 504660; in the data active = activation above about 30%; note: 0% is about no effect
Target sequence (P21728 whole entry, looked up): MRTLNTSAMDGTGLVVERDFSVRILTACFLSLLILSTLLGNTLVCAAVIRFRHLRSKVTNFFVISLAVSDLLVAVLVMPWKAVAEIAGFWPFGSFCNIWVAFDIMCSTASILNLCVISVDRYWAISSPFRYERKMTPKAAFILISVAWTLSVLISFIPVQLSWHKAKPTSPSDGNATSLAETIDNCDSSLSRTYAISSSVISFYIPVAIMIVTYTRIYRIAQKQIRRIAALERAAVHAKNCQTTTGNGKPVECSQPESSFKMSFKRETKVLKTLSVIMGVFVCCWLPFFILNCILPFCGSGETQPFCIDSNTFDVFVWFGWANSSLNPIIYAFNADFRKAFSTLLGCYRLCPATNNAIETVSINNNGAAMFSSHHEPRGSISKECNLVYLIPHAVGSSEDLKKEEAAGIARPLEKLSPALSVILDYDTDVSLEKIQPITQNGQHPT
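Tetracycline-induced HEK293 TREx D1 cells, force-coupled to calcium signalling, were dye-loaded with a no-wash calcium kit. Compound was pin-added after a 10 s baseline. Fluorescence was read kinetically at 1 cycle/s for 180 s, with calcium rises flagged as agonism.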
RXFP1 antag: blocks the human relaxin receptor RXFP1; Q9HBX9; HEK293-RXFP1, relaxin-stimulated cAMP HTRF, 30 min; hits give low values; activity change, negative = inhibition, % at 57.5 µM; actives 0.59% (n = 350,000);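 active = activity change of -60% or lower, but not beyond a set lower limit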; note: % is set by controls: 0 for no effect and ±100 for the full control effect
D2 potentiator: positively modulates the human D2 dopamine receptor allosterically. P14416. HEK293 T-REx D2, calcium flux, EC20 dopamine potentiation. potentiation, % at 10 µM. actives 0.34% (n = 340,000);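 active = potentiation over 3 SD above the plate norm, cut at about 30% in these data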; note: 0% is about no effect
Target sequence (P14416 whole entry, looked up): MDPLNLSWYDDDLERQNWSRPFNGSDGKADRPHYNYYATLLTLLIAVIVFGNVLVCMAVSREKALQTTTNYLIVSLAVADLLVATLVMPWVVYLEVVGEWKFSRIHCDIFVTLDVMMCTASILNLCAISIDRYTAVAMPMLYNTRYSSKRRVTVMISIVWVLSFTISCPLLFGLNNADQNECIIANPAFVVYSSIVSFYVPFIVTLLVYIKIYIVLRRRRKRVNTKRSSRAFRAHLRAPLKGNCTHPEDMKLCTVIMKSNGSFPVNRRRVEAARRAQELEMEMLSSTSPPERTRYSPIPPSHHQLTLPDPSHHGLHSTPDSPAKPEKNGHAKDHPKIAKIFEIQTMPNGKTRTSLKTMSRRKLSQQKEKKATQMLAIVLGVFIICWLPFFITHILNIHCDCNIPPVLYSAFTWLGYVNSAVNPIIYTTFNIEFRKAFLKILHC
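Using a no-wash calcium dye in inducible, force-coupled HEK293 Trex cells expressing D2, we tracked fluorescence each second for 180 s after compound, then for 180 s after EC20 dopamine to detect augmented signalling.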
TRHR PAM: allosterically enhances the human TRH receptor. P34981. actives 0.66% (n = 360,000). AID 493056. TRHR cells, fluo-8 calcium fluorescence, EC20 TRH enhancement. enhancement, % at 2 µM; in the data active = enhancement above about 30%; note: 0% is about no effect
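TRHR-expressing cells loaded with fluo-8 calcium dye were read kinetically (ex 480/em 530) during compound addition, then stimulated with an EC20 of TRH (10 nM final). Enhancement of the Gq-mediated intracellular calcium response was scored.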
TRHR ag: agonists of human TRH receptor; P34981; TRHR cells, calcium flux fluo-8, FDSS agonist mode; activation, % at 2 µM; actives 0.18% (n = 360,000); in the data active = activation above about 30%; note: 0% is about no effect
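Agonist-mode FDSS calcium read (Ex 480/Em 530, 1 s cycles) in 1536-well TRHR cells with fluo-8 dye, after 10-cycle baseline and 23 nL compound addition; TRH at EC20 (10 nM final) added afterwards for the enhancer phase.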
RXFP1 agonist: RXFP1 (human) receptor agonism; actives 0.3% (n = 370,000); HEK293T-RXFP1 cAMP TR-FRET, 30 min; response scale: percent of porcine relaxin response, buffer zero; Potency, µM (series often up to 57.5 µM), for inactives: at the top dose activation, hits mostly activators; note: potency is the fitted concentration of half-maximal effect; % is set by controls: 0 for no effect and ±100 for the full control effect; nearly all actives have a fitted effect of over 60% in size; many of its hits are not listed in these tables
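cAMP rise read by TR-FRET after 30 min, 37C compound exposure (up to 58 uM) in RXFP1-transfected HEK293 cells with Ro 20174 present. EC50 from Hill-equation fits, with 29 nM porcine relaxin as 100% and buffer as basal.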
D1 antag: blocks dopamine activation of the human D1 receptor; P21728; actives 3.2% (n = 360,000); AID 504652; HEK293 TREx D1 cells, calcium flux, dopamine EC80; hits give low values; activity change, negative = inhibition, % at 10 µM; in the data active = activity change below about -30%; note: % is set by controls: 0 for no effect and ±100 for the full control effect
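Antagonism measured as reduced calcium response to an EC80 dopamine addition following 180 s compound pre-read; cells were inducible HEK293 Trex D1 plated overnight at 30 C, read kinetically at 1 cycle/sec.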
D1 potentiator: potentiators of human D1 dopamine receptor | P21728 | HEK293 TREx D1 cells, calcium flux, dopamine EC20 potentiation | potentiation, % at 10 µM | actives 0.036% (n = 360,000); in the data active = potentiation above about 30%; note: 0% is about no effect
An asterisk follows results filed as active; · = not tested or not shown; [ ] = remark or other dose. Unless noted, calls come from the whole dose curve; as a rule, active = well fitted curve in the direction sought with a large enough effect; inconclusive = small, poorly fitted or top-dose-only effect, or another doubt; inactive = no such curve, though single readings can be large; an effect the other way counts as inactive or inconclusive. A portion of the library; rates above refer to the full screens.

Order of values – Anesthetic bind	D1 antag	RXFP1 agonist	D2 potentiator	RXFP1 antag	D1 agonist	TRHR ag	D1 potentiator	TRHR PAM
CC(C)(C)c1ccc(-n2ncc3c2CCCC3NC(=O)C2(C(N)=O)CC2)cc1 (centres undefined)
→ -5%	-7	-0.9%	13	-9	16	0.1	-12	1
CN=C(Nc1cc(C)nn1-c1ccccc1)c1ccccc1
→ -10%	-10	2.1%	-2	0	0	-0.3	-16	-6
Cc1ccccc1NC(=O)c1sc2nc3c(c(-c4ccco4)c2c1N)CCCC3
→ -1%	·	5.8%	8	-15	6	2.5	-4	-2
c1ccc(-c2cc3c(N4CCOCC4)ncnc3s2)cc1
→ -8%	1	4.5%	-1	-7	2	-0.6	-1	-1
O=C(Nc1ccc(Cl)cc1)Nc1nc(-c2ccccc2)cs1
→ 5%	-3	0.1%	·	-2	3	0.8	-2	5
O=C(CCSc1ccccc1)N1CCOCC1
→ -2%	4	3.4%	·	-4	1	-1.2	-1	4
Cc1cc(N2CCN(C3CCCCC3)CC2)nc2cccc(O)c12
→ -1%	4	0.0%	-14	·	1	-0.1	-6	-1
O=C(CC12CC3CC(CC(C3)C1)C2)Nc1ccc(C(=O)O)cc1
→ 0%	0	1.1%	-15	-12	4	0.6	5	-1
COc1ccc(/C=N/Nc2nncn2N)cc1Br
→ -11%	7	0.6%	-3	-5	2	0.6	-3	-3
O=S(=O)(c1cccc2nsnc12)N1CCc2ccccc21
→ -16%	-5	-3.5%	·	3	0	-0.9	2	-3
CN(CCC#N)C(=O)CSc1nnc(-c2ccco2)n1N
→ -2%	5	2.4%	4	10	1	0.5	-3	5
CC(C)CC1NC(=O)N(Cc2nc3ccccc3s2)C1=O (centres undefined)
→ -14%	8	0.5%	2	-1	1	0.4	-3	5
O=C(CSc1nc2c([nH]c3ccccc32)c(=O)n1-c1ccccc1)Nc1ccccc1F
→ -12%	-6	2.3%	-5	0	2	0.2	-3	-4
CCCNC(=O)c1ccc2c(c1)sc1nc(-c3ccc(C)cc3)cn12
→ 3%	11	1.9%	-21	-33	0	0.7	-3	-3
COc1ccc(C2=CSC3=NNC4(CCCCC4)NN23)cc1
→ -10%	-7	-1.8%	1	2	6	-1.1	-2	-4
O=C(COC(=O)c1ccc(OC(F)F)cc1)NCCCN1CCCC1=O
→ 5%	-2	-0.3%	10	4	2	0.2	-1	-8
O=C(CN1C(=O)CCC1=O)Nc1ccc(Cc2ccc(NC(=O)CN3C(=O)CCC3=O)cc2)cc1
→ -7%	-2	1.4%	5	6	6	1.4	5	0
Cc1cccc(-c2c3c(=O)n(C)c(=O)n(C)c3c3cccnn23)c1
→ -19%	6	2.7%	13	-7	0	-1.2	-2	1
Cc1cccc(N2CCN(C(=O)Cn3cnc4sc(C)c(S(=O)(=O)N5CCN(c6ncccn6)CC5)c4c3=O)CC2C)c1 (centres undefined)
→ -4%	-1	2.9%	-4	·	-2	0.4	2	-1
Cc1ccc2sc(N3CCN(CCNC(=O)c4ccco4)CC3)nc2c1C
→ ·	-1	0.2%	-19	-19	4	-0.8	7	26
COc1ccc(CCC(=O)NNC(=O)Nc2ccc(C(C)C)cc2)cc1
→ -9%	-17	-1.9%	0	3	3	-1.0	-1	3
CCN(CC)c1ccc(NC(=O)c2cnn(-c3ccccc3)c2-n2cccc2)c(C)c1
→ 48%[activator]	1	2.4%	-7	-4	4	-1.9	-4	8
Cc1ccccc1CCN(C(=O)Cn1nnc2ccccc21)C(C(=O)NCC1CCCO1)c1nc2ccccc2n1C (centres undefined)
→ 5%	2	3.9%	·	14	5	0.8	4	-4
Cc1ccc(NC=C(S(=O)(=O)c2ccccc2)S(=O)(=O)c2ccccc2)cc1
→ 6%	-15	-1.6%	-1	-9	9	0.4	11	-10
CC(C)c1ccc(S(=O)(=O)N2CCN(C(=O)Cc3ccsc3)CC2)cc1
→ ·	-5	-0.1%	·	-18	16	-1.3	-3	11
COc1ccc(N2CCN(C(=O)Cn3cnc4sc(C)c(S(=O)(=O)N5CCCCC5)c4c3=O)CC2)cc1
→ -10%	-6	2.1%	3	-8	2	-0.4	0	0
CCN(CC(=O)N1CCN(c2ccccc2)CC1)S(=O)(=O)c1ccc(C)cc1
→ -16%	-7	-2.3%	8	-15	2	-0.8	-3	-6
CCc1ccc(/C=C2\SC(=S)N(CCCC(=O)Nc3nccs3)C2=O)cc1
→ 34%[activator]	5	-0.6%	12	·	3	-1.7	-1	-1
COc1ccccc1NC(=S)NC(=O)c1ccc(-c2ccc(Cl)cc2)o1
→ -9%	0	1.5%	·	2	3	1.2	4	-7
COc1cc(NC(=O)NCCn2nnc3cc(S(=O)(=O)N(C)C)ccc32)cc(OC)c1
→ 7%	8	-0.4%	1	·	4	0.0	-1	8

Just TRHR PAM, TRHR ag and D2 potentiator, for some of the entries so far:
compound	TRHR PAM	TRHR ag	D2 potentiator
O=C(CC12CC3CC(CC(C3)C1)C2)Nc1ccc(C(=O)O)cc1	-1	0.6	-15
COc1ccc(/C=N/Nc2nncn2N)cc1Br	-3	0.6	-3
O=S(=O)(c1cccc2nsnc12)N1CCc2ccccc21	-3	-0.9	·

More compounds
Order of values – Anesthetic bind	D1 antag	RXFP1 agonist	D2 potentiator	RXFP1 antag	D1 agonist	TRHR ag	D1 potentiator	TRHR PAM
CC(=O)NC(=S)Nc1cccc2c(C)cc(C)nc12
→ -12%	15	-0.3%	4	7	1	-0.7	-1	-1
COc1ccc2oc(-c3ccc(C)c(NC(=O)c4ccc5c(c4)OCCO5)c3)nc2c1
→ -3%	4	12%	1	·	0	0.0	-3	0
CN(C(=O)CSc1nnc(COc2ccccc2F)n1N)C1CCS(=O)(=O)C1 (centres undefined)
→ ·	12	0.0%	4	6	7	0.5	-5	5
Cc1nc(SCC(=O)Nc2ccc(Cl)cc2[N+](=O)[O-])nc(C)c1C
→ -10%	-8	2.2%	-12	15	5	-0.5	7	6
CCCc1cc(=O)[nH]c(SCC(=O)Nc2ccc(C)cc2)n1
→ -4%	-3	-0.9%	6	-7	1	0.0	0	1
CC1CN(C(=S)Nc2cccc(Cl)c2Cl)CC(C)O1 (centres undefined)
→ -16%	-4	-4.7%	1	4	2	-0.1	-1	-2
CCOc1cc(/C=N/Nc2nc(-c3cccs3)c(NC(C)=O)s2)ccc1O
→ -4%	-3	0.9%	-8	-25	2	0.3	3	-2
O=C(Nc1ccccc1)OC1CCS(=O)(=O)C1 (centres undefined)
→ 6%	-12	-0.4%	-2	-3	2	-0.1	-7	-5
COc1ccc(S(=O)(=O)N2CCCCCC2)cc1NC(=O)c1ccccc1
→ -1%	-21	0.5%	13	-16	3	0.1	-4	-4
CCS(=O)(=O)c1cc([N+](=O)[O-])c(Sc2ccccc2NC(C)=O)s1
→ 1%	8	2.9%	2	2	0	-0.1	-3	-3
COc1ccc(CCNC(=O)CN(C)S(=O)(=O)c2ccc(Br)s2)cc1OC
→ 1%	8	0.4%	-5	-1	0	-0.1	-2	-9
COc1cc(/C=N/NC(=O)c2nc(C)cc(C)n2)ccc1O
→ -7%	-16	-2.5%	17	-3	-3	0.6	-2	4
O=C(O)c1ccc(CNc2ccccc2C(=O)O)cc1
→ 19%	6	-1.2%	4	-4	2	-0.2	-6	1
CCOC(=O)c1ccccc1NC(=O)c1c(C)oc2ncnc(N3CCOCC3)c12
→ 3%	13	-1.4%	-8	1	17	4.5	4	6
O=C(CNS(=O)(=O)c1ccccc1)NCC(=O)OCc1ccc(Cl)cc1
→ -11%	-11	0.0%	11	4	3	-0.1	0	-5
CCOC(=O)N1CCC(c2cc(=O)n3[nH]c(C)c(-c4ccc(F)cc4)c3n2)CC1
→ -10%	5	3.0%	1	·	-1	-0.6	7	2
CCN(CC)S(=O)(=O)c1ccc(NC(=O)COC(=O)CNS(=O)(=O)/C=C/c2ccccc2)cc1
→ -3%	-31*	-0.9%	10	4	6	-1.0	-6	7
Cc1ccc(-c2nn(-c3ccccn3)c(=O)c3ccccc23)cc1C
→ 4%	-3	0.9%	9	-13	1	-1.4	1	-3
CCOC(=O)C1=C(COC(=O)/C=C/c2ccccc2F)NC(=O)NC1C (centres undefined)
→ ·	-2	1.3%	·	·	2	0.5	-7	4
O=C(Nc1cccc(Cl)c1)Nc1cccc(Cl)c1
→ 2%	-49*	1.1%	-2	-21	19	1.9	-22	-2
CCn1nc(C)cc1C(=O)N(C)C1CCCN(Cc2ccccc2F)C1 (centres undefined)
→ -13%	-7	0.5%	2	-4	5	0.3	-3	-2
CCc1nc(SCC(=O)N2CCC(C)CC2)c2c(=O)n(C)c(=O)n(C)c2n1
→ -8%	-5	0.3%	-5	-5	0	-1.1	2	-6
CCC1(C(=O)c2ccccc2)C2c3cc(Br)ccc3OC(=O)C21C(=O)N1CCOCC1 (centres undefined)
→ -16%	-5	0.1%	·	-4	3	2.1	-6	-5
CC(=O)N1c2ccccc2N(Cc2ccc(C)cc2C)C(=O)C1(C)C
→ -19%	-4	4.0%	3	·	7	-0.1	·	-5
O=c1nc2ccccc2c2n1CC(CN1CCN(c3ccccc3F)CC1)N2 (centres undefined)
→ -7%	-5	2.0%	-14	3	1	0.0	-6	18
